# Compound activity as filed in PubChem BioAssay.
# UBC13 polyUb = UBC13 polyubiquitin chain formation inhibitors, primary screen, biochemical, TR-FRET, uHTS | inhibition, % at 20 µM | AID 485273, 2010 | actives 0.47% (n = 330,000) | Ubiquitin-conjugating enzyme E2 N (Homo sapiens), P61088; in the data active means inhibition above about 45%, passing the limit was not always enough
# Target sequence (P61088 whole entry, looked up): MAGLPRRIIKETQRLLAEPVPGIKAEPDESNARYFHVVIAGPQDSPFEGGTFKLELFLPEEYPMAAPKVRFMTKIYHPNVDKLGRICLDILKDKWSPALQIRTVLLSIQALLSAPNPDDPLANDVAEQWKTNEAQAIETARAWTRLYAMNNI
# ATG4B inh = ATG4B protease inhibitors, primary screen, biochemical, fluorescence, uHTS. Cysteine protease ATG4B (Homo sapiens), Q9Y4P1. ATG4B cleavage of LC3-PLA2, NBD-HPC fluorescence, 1 h. inhibition, % at 8.33 µM. actives 0.51% (n = 340,000). AID 504462, 2011; in the data active means inhibition above about 40%
# CXCR6 block = CXCR6 receptor inhibitors, primary screen, cell-based, beta-arrestin, luminescence, CHO-K1 PathHunter, 1536-well; inhibition, % at 20 µM; actives 0.36% (n = 360,000); C-X-C chemokine receptor type 6 (Homo sapiens), O00574; in the data active means inhibition above about 34%, passing the limit was not always enough;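 further: antagonist mode with CXCL16 agonist at 10 nM final; 0% = 10 nM CXCL16 with DMSO and 100% = unstimulated wells without agonist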
# Gli-Sufu antag = Gli-Sufu pathway antagonists, primary screen, luciferase luminescence, Sufu-KO-LIGHT cells, uHTS | AID 588413, 2011 | inhibition, % at 5 µM | actives 0.74% (n = 340,000) | Sufu-KO-LIGHT fibroblasts, Gli luciferase reporter luminescence;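 active means inhibition above about 55%, limit read from the data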;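 further: 0% = DMSO-treated cells and 100% = wells with medium but no cells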
# EBI2 antag = EBI2 receptor antagonists, beta-arrestin recruitment, primary screen, cell-based, luminescence, 7a,25-OHC stimulation, uHTS; actives 0.81% (n = 360,000); G-protein coupled receptor 183 (Homo sapiens), P32249; inhibition, % at 5 µM; 7a,25-OHC stimulated; in the data active means inhibition above about 38%;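 further: enzyme fragment complementation signal reports receptor beta-arrestin coupling in cells; 0% = agonist plus DMSO wells and 100% = wells without agonist; some results beyond the cut were filed as inactive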
# Target sequence (P32249 whole entry, looked up, the tested form may be a part): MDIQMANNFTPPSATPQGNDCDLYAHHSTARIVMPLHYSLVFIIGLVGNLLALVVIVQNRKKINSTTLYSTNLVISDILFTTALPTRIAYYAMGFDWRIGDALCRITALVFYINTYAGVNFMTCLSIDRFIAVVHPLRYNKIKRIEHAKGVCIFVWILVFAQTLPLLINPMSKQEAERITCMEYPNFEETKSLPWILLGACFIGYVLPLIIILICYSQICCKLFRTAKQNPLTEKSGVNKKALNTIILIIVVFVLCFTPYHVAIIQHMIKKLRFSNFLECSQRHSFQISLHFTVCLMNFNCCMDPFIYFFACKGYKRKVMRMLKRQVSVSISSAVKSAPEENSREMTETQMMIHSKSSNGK
# CCR6 antagonist = CCR6 receptor antagonists, primary screen, cell-based, CHO-K1, luminescence, beta-arrestin, uHTS | CHO-K1 CCR6 PathHunter beta-arrestin, CCL20-stimulated | inhibition, % at 20 µM | AID 493098, 2011 | actives 0.49% (n = 340,000);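 active means compounds whose inhibition of the agonist-driven luminescence signal at 20 µM reaches about 50%, limit read from the data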;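 further: cells stimulated with CCL20 at 14 nM final; plate controls were DMSO with CCL20 for no effect and DMSO without agonist for full effect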
# Target sequence (P51684 whole entry, looked up): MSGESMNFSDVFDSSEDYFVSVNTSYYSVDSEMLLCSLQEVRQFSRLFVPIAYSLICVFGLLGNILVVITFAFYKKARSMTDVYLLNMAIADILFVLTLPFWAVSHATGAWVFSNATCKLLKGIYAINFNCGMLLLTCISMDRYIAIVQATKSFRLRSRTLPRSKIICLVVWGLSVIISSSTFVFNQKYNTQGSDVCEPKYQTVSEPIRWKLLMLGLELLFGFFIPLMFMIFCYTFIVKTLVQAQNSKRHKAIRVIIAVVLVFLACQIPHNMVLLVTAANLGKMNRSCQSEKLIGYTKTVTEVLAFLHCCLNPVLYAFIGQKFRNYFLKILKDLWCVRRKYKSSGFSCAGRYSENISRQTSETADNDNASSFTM
# APJ agonist = agonists of human apelin receptor APJ, primary screen, CHO-K1 cells, PathHunter beta-arrestin, luminescence; activation, % at 20 µM; 0% DMSO wells, 100% apelin; P35414; actives 0.11% (n = 330,000);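 active means activation more than six SD over the plate average, tested at 20 µM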;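 further: 0% = DMSO alone and 100% = apelin-13 at 10 nM; some results filed as inactive read as strong as hits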
#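 Test system: CHO-K1 APJ beta-arrestin complementation cell line. Amount: cell density 1000 per well. Controls: DMSO negative, 10 nM Apelin-13 positive. Signal: luminescent beta-gal fragment complementation, chemiluminescent substrate. Read-out basis: agonist-driven arrestin binding to APJ. Timing: compound stimulation 90 min at 25 °C, detection 60 min.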
# APJ antagonist = antagonists of human apelin receptor APJ, primary screen, CHO-K1 cells, beta-arrestin complementation, luminescence. P35414. inhibition, % at 20 µM. actives 0.32% (n = 330,000);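 active means inhibition above about 40% at 20 µM, limit read from the data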;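 further: cells challenged with 10 nM apelin-13 agonist together with compound; plate controls were apelin-13 plus DMSO wells for no effect and DMSO wells lacking apelin-13 for full effect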
# * marks the source's active call; other numbers are inactive results; / = not tested or not shown.
SMILES,UBC13 polyUb,ATG4B inh,CXCR6 block,Gli-Sufu antag,EBI2 antag,CCR6 antagonist,APJ agonist,APJ antagonist
Cn1ncc2c(NCCO)nc(Cl)nc21,/,-7,-4,5,-6,3,/,/
Cn1c(CC(=O)NC(C)(C)CO)c(Sc2ccccc2)c2ccccc21,10,4,2,/,0,12,0,-4
CCOc1ccc2nc(SCC(=O)NCC3CCCO3)sc2c1 (stereo not drawn),-14,-1,-9,2,-13,1,-4,-3
O=C(NNC(=O)c1sccc1-n1cccc1)Nc1ccc(F)cc1,-5,4,-3,0,-5,-9,-2,-6
CCN(CC(=O)Nc1ccc(NC(C)=O)cc1)C(=O)c1ccccc1SCC(=O)N1CCCC1,14,-1,-3,-7,-15,5,-3,6
CC(=O)NC1=C(NC2CCS(=O)(=O)C2)C(=O)c2ccccc2C1=O (stereo not drawn),-44,-14,-9,1,-3,0,12,-66
CCc1nnc(NC(=O)c2ccc(S(=O)(=O)N3CCc4ccccc4C3)cc2)s1,-5,-8,-3,0,-17,3,-2,19
COC(=O)/C=C(\Oc1ccccc1)C1(O)CCCCC1,3,-9,2,-1,-6,6,-2,4
COCCN(C(=O)CSc1nnc(-c2ccccc2F)n1C)c1c(N)n(Cc2ccccc2)c(=O)[nH]c1=O,-9,-4,3,-14,-1,14,-1,-5
Cc1ccc(C(=O)N2N=C3c4ccccc4S(=O)(=O)N3[C@H]2N(C)C)cc1,2,-4,-10,-2,-5,0,-2,6
Cc1nc(SCC(=O)Nc2ccccc2)c2oc3ccccc3c2n1,-5,0,4,-23,10,-5,-3,23
CCOC(=O)C1CCN(C(=O)c2cc(S(=O)(=O)N3CCCCC3)ccc2C)CC1,-7,2,-2,1,8,20,-3,3
C[C@H](CO)N1C[C@H](C)[C@@H](CN(C)C(=O)Nc2ccc3c(c2)OCO3)Oc2ccc(NC(=O)Cc3ccccc3)cc2C1=O,-4,-11,-5,-14,-13,-10,-2,9
Cn1cccc1C(C#N)(CC#N)c1cccc(F)c1C#N (stereo not drawn),-9,-2,4,0,1,7,0,19
O=[N+]([O-])c1ccc(S(=O)(=O)NCCS(=O)(=O)N2CCN(c3ccccc3)CC2)cc1,2,-6,-22,-8,-12,6,22,-2
CCc1cccc(CC)c1NC(=O)CSc1nnc(C(C)C)n1CC,1,-12,0,-6,-9,11,1,7
Cc1ccccc1CC(=O)NC1CCCc2ccccc21 (stereo not drawn),-8,4,-10,-23,6,22,-1,26
COc1ccc(NC(=O)c2cc(C)no2)cc1Cl,-8,4,0,3,-15,2,-1,-5
COC(=O)c1ccc(/C=N/OCC(=O)NCc2ccc(F)cc2)cc1,0,-3,-5,-3,12,5,-6,-21
CCn1c(SCC(=O)N2CCOCC2)nnc1C(C)NC(=O)c1ccccc1 (stereo not drawn),-3,-1,2,-3,-4,-10,-2,-24
COc1ccc(C)cc1N1CC(C(=O)Nc2ccccc2N2CCCCC2)CC1=O (stereo not drawn),0,-7,6,/,4,19,-3,2
COCCN(C(=O)COC(=O)c1cc(C)n(-c2ccccc2)c1C)c1c(N)n(Cc2ccccc2)c(=O)[nH]c1=O,4,-12,2,4,-9,8,0,7
C=CCNC(=S)Nc1cccc2[nH]ncc12,-17,4,-1,32,1,6,1,-1
CSc1nc(O)c(Cc2ccccc2)c(=O)[nH]1,-4,-6,5,7,-6,-6,2,-23
Cc1ccc(-n2nnnc2SCC(=O)c2c(N)n(C3CC3)c(=O)[nH]c2=O)cc1,-15,3,1,6,-6,17,0,4
Cc1ccc(OCC(=O)Nc2ccc(S(=O)(=O)Nc3cc(C)nc(C)n3)cc2)cc1,2,-3,3,20,40,-4,-1,2
COc1cc(NS(=O)(=O)c2ccc(NS(=O)(=O)c3ccc(C)cc3)cc2)nc(OC)n1,6,0,-5,-46,-14,9,1,-3
Cc1ccc(NC2CCCN(C(=O)CCn3nccc3C)C2)cc1C (stereo not drawn),0,6,-12,40,-4,17,3,-40
CSc1ccc(Cl)c(C(=O)NCC(C)C)c1,1,5,0,2,-18,2,-4,7
COc1cc(C2/C(=C(/O)c3ccccc3)C(=O)C(=O)N2c2ccccn2)ccc1O (stereo not drawn),4,9,-2,-9,-1,3,-3,-15

# Record cards, from the list above.
# `COc1cc(NS(=O)(=O)c2ccc(NS(=O)(=O)c3ccc(C)cc3)cc2)nc(OC)n1` is entered as UBC13 polyUb = 6; ATG4B inh = 0; CXCR6 block = -5; Gli-Sufu antag = -46; EBI2 antag = -14; CCR6 antagonist = 9; APJ agonist = 1; APJ antagonist = -3
# `Cc1ccc(NC2CCCN(C(=O)CCn3nccc3C)C2)cc1C` (stereo not drawn) is entered as UBC13 polyUb = 0; ATG4B inh = 6; CXCR6 block = -12; Gli-Sufu antag = 40; EBI2 antag = -4; CCR6 antagonist = 17; APJ agonist = 3; APJ antagonist = -40
# `COc1cc(C2/C(=C(/O)c3ccccc3)C(=O)C(=O)N2c2ccccn2)ccc1O` (stereo not drawn) is entered as UBC13 polyUb = 4; ATG4B inh = 9; CXCR6 block = -2; Gli-Sufu antag = -9; EBI2 antag = -1; CCR6 antagonist = 3; APJ agonist = -3; APJ antagonist = -15

# Remaining list, next part.
SMILES,UBC13 polyUb,ATG4B inh,CXCR6 block,Gli-Sufu antag,EBI2 antag,CCR6 antagonist,APJ agonist,APJ antagonist
COc1cccc(CN2CCC(C(=O)N3CCN(c4ccccc4F)CC3)CC2)c1OC,9,-4,4,17,-2,2,-4,16
COc1ccccc1N(CC(=O)Nc1ccccc1C(F)(F)F)S(=O)(=O)c1cccs1,8,0,6,38,-1,10,-3,12
Cc1cc(C)c2nc(SCCc3ccccc3)nc(C)c2c1,0,-8,3,-1,9,5,-1,14
C=CCC(C(=O)c1ccccc1)[N+](C)(C)CC=C (stereo not drawn),-8,-14,-1,5,-1,-1,-1,-16
CCOC(=O)c1nnn2c1nc(N(CC)CC)c1ccccc12,4,0,-7,-4,6,10,-2,6
CN(C)CCCNC(=S)N(CCN(C)C)Cc1cc2cc3c(cc2[nH]c1=O)OCCO3,10,2,-15,4,-10,5,-1,5
O=c1c2ccccc2cnn1-c1ccc(Cl)cc1,10,6,4,-85,-10,-2,-4,12
CCCc1nnc(NC(=O)CCC(=O)N2CCC(Cc3ccccc3)CC2)s1,1,-1,-1,-6,-9,7,0,4
Cc1ccc(NC(=O)Cn2nc(C)cc2C)cc1,-3,-11,-9,8,-2,4,1,0
CCCCNC(=O)c1onc(CSc2cccc3ccccc23)c1C(=O)O,-1,-9,-2,-13,-7,1,-1,11
CC(C)c1ccc(NC2CCCN(C(=O)CC3CCCC3)C2)cc1 (stereo not drawn),2,87*,-6,7,-7,15,-5,9
COc1ccccc1OCCn1c(=O)sc2ccccc21,-4,-7,0,-10,-8,-2,-2,5
CC(C)CC1NC(=O)N(CCCCN2C(=O)c3ccccc3C2=O)C1=O (stereo not drawn),9,3,5,-9,-4,-2,-3,-17
CSc1ncccc1C(=O)Nc1nc2c(C)cccc2s1,-12,-1,-6,-10,6,25,-2,11
CCNS(=O)(=O)c1ccc(NC(=O)Cn2nc(C(F)(F)F)cc2C)cc1,4,-16,-20,6,-2,12,-2,11
CCOC(=O)C1(CC)NC(c2cccc(F)c2)C2C(=O)N(CC)C(=O)C21 (stereo not drawn),3,5,0,-1,4,-1,5,-3
CCOC(=O)C1CCCN(C(=O)c2cc(S(=O)(=O)N3CCCCC3)ccc2C)C1 (stereo not drawn),-12,2,2,11,-5,15,-2,-18
O=C(Nc1nc2c(c(=O)[nH]1)CCCC2)C1CC1,-8,-8,2,0,-1,-6,-1,-9
CCN(CC)C(=O)c1[nH]cnc1C(=O)N[C@@H](C)c1ccccc1,-4,2,-4,-12,-6,14,-4,0
CC1CC(C)CN(CCCNC(=O)Cc2c(C(=O)O)[nH]c3ccccc23)C1 (stereo not drawn),5,-5,8,-60,0,-13,-4,-6
CCN=C1SC(C(=O)Nc2ccc(OC)cc2)CC(=O)N1CC (stereo not drawn),-8,-5,-4,-8,-1,6,-1,-20
Cc1cc(=O)oc2c(C)c3occc3cc12,5,8,12,0,-9,0,0,3
Cc1cc(=O)[nH]c(SCc2nc3ccccc3n2Cc2ccccc2)n1,-6,3,-1,5,-4,3,-4,4
CC(C)C(C)N(Cc1cccc(C(=O)O)c1)C(=O)c1ccc2ccccc2n1 (stereo not drawn),2,4,7,1,9,1,3,19
O=C(ONC1=NCCCCC1)c1ccc([N+](=O)[O-])cc1,4,-3,-17,1,11,-7,9,-24
Cc1nnc(SCC(=O)N2CCN(C(=O)c3ccco3)CC2)n1C,7,3,-1,-5,-4,4,-3,7
Cc1onc(-c2ccc3c(c2)OCO3)c1-c1ccc2[nH]ccc2c1,8,24,6,-10,-2,-4,1,5
CC(CCc1ccccc1)NC(=O)CSc1ccccc1 (stereo not drawn),8,9,1,-8,5,23,-3,7
Cc1ccc(NC2c3ccccc3C(=O)N2c2cccnc2)cc1 (stereo not drawn),-8,-7,0,6,-4,2,-2,2
NC(=S)N1CCCc2ccccc21,4,-9,2,4,0,16,1,-8
CCN(CC)c1ccc(NC(=O)c2ccc3c(c2)OCO3)c(C)c1,-6,-4,7,-15,-7,5,-4,-15
CC(=O)Nc1ccc(S(=O)(=O)NCc2cn3ccsc3n2)cc1,5,-6,-6,-1,-6,2,-1,8
COC(=O)c1ccccc1N=Nc1c(C)[nH][nH]c1=O,-23,-3,6,8,-2,12,-2,2
Cc1ccc(CN(Cc2cccnc2)C(=O)CN2C(=O)COc3ccccc32)o1,-1,-4,-3,4,4,-9,-5,6
Cc1cccc(C)c1NC(=O)CN(C)C(=O)[C@H](C)NC(=O)c1ccco1,5,-9,-7,-2,1,10,-5,-4
CCOC(=O)C1CCCN(C(=O)c2cc3cc4ccc(OC)cc4nc3o2)C1 (stereo not drawn),0,3,-2,-12,-1,-1,-2,-37
COc1ccc(C(=O)COc2ccc(C(C)=O)cc2OC)cc1OC,/,-12,0,3,-2,5,/,/
COc1ccc(-c2ccc(SCC(=O)Nc3cccc(C(C)=O)c3)nn2)cc1OC,-6,-19,3,-5,13,1,-3,2
O=C(NC(=S)N1CCN(Cc2ccccc2)CC1)c1cccnc1,1,-7,-4,0,-6,9,-5,10
O=C(c1cnn2c(C(F)F)cc(C3CC3)nc12)N1CCc2ccccc2C1,2,5,0,10,6,-8,-1,-1
CCc1ccc(NC(=O)Cn2c(=O)c3cccn3c3ccccc32)cc1,-9,-6,-1,2,2,-8,-1,-7
CCOC(=O)Nc1csnn1,-2,5,-2,9,-4,14,-2,-4
CCS(=O)(=O)N1CCC(C(=O)NCCc2ccc(C)cc2)CC1,10,-1,6,-6,6,-5,1,5
O=C(c1cc(-c2ccc(F)cc2)no1)N1CCN(Cc2ccc3c(c2)OCO3)CC1,11,4,-10,3,76*,0,-5,20
CCc1nc(NCCC(C)C)c(C#N)c2c1CCCC2,-5,-1,-4,-3,15,4,-2,7
CC(=O)c1cccc(NC(=O)NCc2ccc3c(c2)OCO3)c1,4,7,-1,-3,1,0,-2,22
CCOCCCn1c(SCC(=O)NCc2ccco2)nc2c(sc3ccccc32)c1=O,-3,0,2,10,18,6,1,3
COc1ccc(CNC(=O)C2CCC(CNS(=O)(=O)c3ccc(C)cc3)CC2)cc1 (stereo not drawn),8,2,4,-13,21,6,-2,-8
O=C(C(=O)N1CCN(C(=O)c2ccco2)CC1)c1c[nH]c2ccccc12,-5,3,-2,-3,5,4,-2,6
CCOC(=O)c1[nH]c2ccccc2c1NC(=O)Nc1ccc(OC)cc1,-15,6,4,3,2,18,1,-16
